# Screens (PubChem)
# GLS inh – qHTS for Inhibitors of Glutaminase (GLS) | GLS enzymatic activity, qHTS titration | Potency, µM (series often up to 45.5 µM), without a hit: at the top dose activity change, negative = inhibition, actives largely listed as inhibitors | 410,000 compounds, 0.21% hits; active = well fitted inhibition curve with a large enough effect; also: potency is read from the fitted curve at half-maximal effect
# Target sequence (O94925 whole entry, looked up): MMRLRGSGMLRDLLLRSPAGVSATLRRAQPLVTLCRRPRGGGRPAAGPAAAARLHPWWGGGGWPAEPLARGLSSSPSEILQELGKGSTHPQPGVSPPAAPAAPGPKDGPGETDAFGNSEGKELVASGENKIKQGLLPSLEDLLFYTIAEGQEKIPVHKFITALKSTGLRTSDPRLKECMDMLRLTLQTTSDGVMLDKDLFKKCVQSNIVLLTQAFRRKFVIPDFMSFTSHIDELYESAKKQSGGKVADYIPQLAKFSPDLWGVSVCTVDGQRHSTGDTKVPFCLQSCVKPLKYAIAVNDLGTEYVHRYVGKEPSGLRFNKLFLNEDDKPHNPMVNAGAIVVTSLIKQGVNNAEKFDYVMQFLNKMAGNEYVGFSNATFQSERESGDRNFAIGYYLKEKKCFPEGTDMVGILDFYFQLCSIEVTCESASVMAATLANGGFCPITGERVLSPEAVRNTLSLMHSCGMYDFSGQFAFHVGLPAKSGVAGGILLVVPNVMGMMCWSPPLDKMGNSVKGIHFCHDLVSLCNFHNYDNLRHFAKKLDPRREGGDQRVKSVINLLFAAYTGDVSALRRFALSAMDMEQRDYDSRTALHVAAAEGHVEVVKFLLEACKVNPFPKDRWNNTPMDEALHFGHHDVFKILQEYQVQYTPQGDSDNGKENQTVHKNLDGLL
#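 Two-point fluorescence kinetic (t0, 30 min RT) for hKGA; glutamate detected via glutamate oxidase–HRP–Amplex Red. Substrate: 1 mM L-glutamine solution; buffer 45 mM KH2PO4, pH 8.2.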
# PI4K2A inh – qHTS for small molecular inhibitors of PI4K2A. activity change, negative = inhibition, % at 76.9 µM. 420,000 compounds, 0.13% hits. Phosphatidylinositol 4-kinase type 2-alpha (Homo sapiens), Q9BTU6. purified PI4K2A, ADP-Glo luminescence, 1 h; hits give low values; in the data active = activity change below about -50%;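 also: -100% = wells without enzyme as full effect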
#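 ADP-Glo luminescence measured ADP generated by PI4K2A enzyme (4 ug/mL before mixing) with 1.2 mM PI substrate (pre-mix) and 300 microM ATP (pre-mix). Tris pH7.5 buffer with MgCl2, Triton X-100; 1 h reaction at ambient temperature.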
# An asterisk follows results filed as active; [ ] = remark or other dose. Unless noted, % is scaled to controls: 0 for no effect and ±100 for the full control effect. These rows are one share of the data; the hit share may differ from the screen's.
SMILES,GLS inh,PI4K2A inh
CC(C)Oc1ccc(CN2CCC2(C)C(=O)Nc2cnc3ccccc3c2)cc1 (centres undefined),-2%,3
CCCCN(C=O)c1c(CC)nc2ccc(C(=O)NCc3ccc4c(c3)OCO4)cn12,1%,-10
CCCc1ccc(C(O)c2ncc(-c3ccc(OC)cc3)[nH]2)cc1 (centres undefined),4%,-1
O=C(NCc1cccnc1)c1cc(C2CCCCN2C(=O)c2ccc(Cl)cc2)on1 (centres undefined),3%,-7
COc1cccc(NC(=O)N2CCc3nc(Nc4ccc(C(C)C)cc4)ncc3C2)c1,0%,3
CC(C)c1cccc(-c2csc(C(O)c3ccco3)n2)c1 (centres undefined),-1%,1
COc1ccc(NC(=O)c2cc(-c3cc(Cl)ccc3C)n[nH]2)cc1OC,7%,-3
COc1ccc(NC(=O)C2(C)Cc3c(-c4ccc(NC(C)=O)cc4)ccnc3O2)cc1OC (centres undefined),1%,-4
CCOC1=C2[C@H](c3ccccc3)N(S(=O)(=O)c3ccc(C)cc3)C(C(C)(C)C)[C@H]2C(C#N)(C#N)C(C#N)(C#N)C1 (some centres undefined),2.2µM*,0
COCCCNC(=O)c1csc([C@H]2C[C@H](O)[C@@H](CO)O2)n1,4%,3
CC(=O)NCCNc1nc(NC(C)C)nc2ccsc12,2%,1
CCNC(=O)C1CCCN(C(=O)c2cc(C)oc2C)CC1 (centres undefined),-3%,-1
Cc1cc(N2CCN(C(c3ccnc4ccccc34)c3nnnn3-c3c(C)cccc3C)CC2)c2ccccc2n1 (centres undefined),-8%,-10
CCc1nc2ccc(C(=O)Nc3ccc4c(c3)OCC(=O)N4)cn2c1N(CC)Cc1cccc(Br)c1,17%,0
CCc1nc2ccc(C(=O)N3CCN(C(=O)c4ccco4)CC3)cn2c1N(C)CCC(C)C,28%,0
CCOP(=O)(OCC)C(Cc1ccc(OC)c(OC)c1)N=C(c1ccccc1)c1ccccc1 (centres undefined),-9%,-2
Cn1c(=O)c2cc(NC(=O)OCCF)ccc2n1Cc1cccc(C(F)(F)F)c1,-6%,3
COc1ccccc1CNc1nc(NCc2ccccc2)nc2ccsc12,-6%,0
CN(C)CCCNc1nc2cc(-c3cncnc3)sc2c(=O)n1C,-7%,1
CC1(c2nnnn2-c2ccc3c(c2)OCCO3)CCC(=O)N1C1CC1 (centres undefined),-3%,3

# Grouped by structure, the entries above containing an aryl methoxy group.
SMILES,GLS inh,PI4K2A inh
CCCc1ccc(C(O)c2ncc(-c3ccc(OC)cc3)[nH]2)cc1 (centres undefined),4%,-1
COc1cccc(NC(=O)N2CCc3nc(Nc4ccc(C(C)C)cc4)ncc3C2)c1,0%,3
COc1ccc(NC(=O)c2cc(-c3cc(Cl)ccc3C)n[nH]2)cc1OC,7%,-3
COc1ccc(NC(=O)C2(C)Cc3c(-c4ccc(NC(C)=O)cc4)ccnc3O2)cc1OC (centres undefined),1%,-4
CCOP(=O)(OCC)C(Cc1ccc(OC)c(OC)c1)N=C(c1ccccc1)c1ccccc1 (centres undefined),-9%,-2
COc1ccccc1CNc1nc(NCc2ccccc2)nc2ccsc12,-6%,0

# The results go on.
SMILES,GLS inh,PI4K2A inh
CS(=O)(=O)Nc1ccc(F)cc1,-11%,4
O=C(OCCO)c1c(C2=CCCCC2)oc2c1C(OCCO)CCC2 (centres undefined),-5%,2
CC(=O)Nc1cc(-c2cccc(C(=O)NCCN(C)C)c2)cn2c(-c3ccc(F)c(Cl)c3)cnc12,1%,7
CCCCN(C=O)c1c(CC)nc2ccc(C(=O)NCCc3c[nH]c4ccccc34)cn12,-3%,2
COc1ccc(F)cc1-c1cc(C(=O)N2CCc3ccccc3C2)[nH]n1,6%,-2
O=C(Nc1cccc(Br)c1)Oc1cccc2cccnc12,-17%,2
CC(=O)C1=CCC(c2ccccc2F)N(S(=O)(=O)c2ccc(C)cc2)C1 (centres undefined),-1%,1
Cc1cc(C)cc(Cn2cc(CN3CC(N4CCCCC4)CS3(=O)=O)nn2)c1 (centres undefined),-7%,-3
Cn1ccc2c(N3CCCCCCC3)cc3c(c21)C1CCC3O1 (centres undefined),24%,1
CC(=O)Nc1ccc(CN(C)c2c(C)nc3ccc(C(=O)NCCCn4ccnc4)cn23)cc1,31%,2
CC(C)(C)n1nnnc1C(c1ccccc1)N1CCN(C(=O)C2CCCO2)CC1 (centres undefined),1%,-2
Cn1ccc2c(-c3cccnc3)cc3c(c21)C1CCC3O1 (centres undefined),5%,-1
C[C@@H]1CN([C@H](C)CO)C(=O)CCCn2cc(nn2)CO[C@H]1CN(C)C(=O)C1CCCCC1,10%,2
Oc1ccc(C[C@H]2CN([C@@H](Cc3ccccc3)CN3CCC[C@@H]3CN3C(=S)NC[C@@H]3Cc3ccccc3)C(=S)N2CC2CCCCC2)cc1,12%,0
CC(C)C[C@H]1CN(CCCC[C@@H]2CNC(=O)C(=O)N2Cc2ccccc2)C(=O)C(=O)N1Cc1ccccc1,1%,-1
C=CCN1[C@@H](Cc2ccccc2)COc2cc(N3CCSCC3)ccc2S1(=O)=O,-6%,13
COc1ccccc1C(O)c1ncc(-c2cccc(C(F)(F)F)c2)[nH]1 (centres undefined),5%,1
CC(N)c1csc(NC(=O)Nc2cccc(C(F)(F)F)c2)n1 (centres undefined),14%,2
CC(C)(C)C1CCN2CCCC(c3ccc([N+](=O)[O-])cc3)(C1)C21OCCO1 (centres undefined),3%,3
O=S1(=O)CC(N2CCN(c3ccccn3)CC2)CN1C1CCCCC1 (centres undefined),1%,-3
CCOC(=O)c1ccn(S(=O)(=O)c2ccc(C)cc2)c1-c1ccccc1,-3%,-1
CC1(C(=O)NCc2cccc3ccccc23)CCN1Cc1ccc2ccccc2c1 (centres undefined),2%,-3
CC(=O)c1cccc(NC(=O)C2Cc3c(-c4cccc(C(N)=O)c4)ccnc3O2)c1 (centres undefined),8%,6
C(=C\c1ccccc1)/CN1CCN(C(c2ccccc2)c2nnnn2-c2ccc3c(c2)OCCO3)CC1 (centres undefined),-5%,0
CC(=O)Nc1ccc(-c2ccnc3c2CC(C(=O)NCc2ccc(N4CCN(C)CC4)cc2)O3)cc1 (centres undefined),22%,-1
CC(=O)c1cccc(-c2ccnc3c2CC(C(=O)NCc2cccs2)O3)c1 (centres undefined),2%,-2
CCOC(=O)C1=CCN(S(=O)(=O)c2ccccc2C)C1c1ccc(Cl)cc1 (centres undefined),-10%,0
Cc1ccc(Cc2c(-c3ccc(C)cc3)nc3c(C)cc(Br)cn23)cc1,-18%,-3
CC(N)c1csc(Nc2ccc(C(=O)c3ccccc3)cc2)n1 (centres undefined),12%,3
OC(c1ccc(Cl)c(F)c1)c1ncc(-c2ccc(Oc3ccccc3)cc2)[nH]1 (centres undefined),4%,0
Fc1cccc(Cc2c(-c3ccco3)nc3c(Cl)cc(C(F)(F)F)cn23)c1,-13%,-16
CC1(C(=O)Nc2cccc(C#N)c2)CCN1C(=O)Cc1ccc(-c2ccccc2)cc1 (centres undefined),5%,0
COc1ccc(C(=O)ON=C(C)c2nccs2)cc1,9%,-66*
CCOC(=O)C1(C)CCCN(C(=O)c2ccccc2C(F)(F)F)C1 (centres undefined),12%,-1
CCCNC(=O)C1(C)CCCN(Cc2ccsc2)C1 (centres undefined),-3%,2
O=C(NCCN1CCC(n2c(=O)[nH]c3ccccc32)CC1)c1cccc(Cl)c1,7%,4
O=S(=O)(Nc1ccc(C(O)(C(F)(F)F)C(F)(F)F)cc1)c1ccc(Cl)c2nonc12,0%,-16
Nc1nc2ccc(Cl)cc2cc1C(=O)NCCc1c[nH]c2ccccc12,-3%,-5
NC(c1csc(Nc2ccc(C(F)(F)F)cn2)n1)C1CCCCC1 (centres undefined),-10%,-2
CC(C)(C)c1nc2ccc(Cl)cn2c1CC1CCCCC1,0%,-1

# Grouped by structure: the compounds so far with bromine.
SMILES,GLS inh,PI4K2A inh
CCc1nc2ccc(C(=O)Nc3ccc4c(c3)OCC(=O)N4)cn2c1N(CC)Cc1cccc(Br)c1,17%,0
O=C(Nc1cccc(Br)c1)Oc1cccc2cccnc12,-17%,2
Cc1ccc(Cc2c(-c3ccc(C)cc3)nc3c(C)cc(Br)cn23)cc1,-18%,-3

# Further records
SMILES,GLS inh,PI4K2A inh
COc1cc(OC)cc(C2=Cc3ccc(OC)cc3C(CC(C)=O)N2c2ccc(-c3cncnc3)cc2)c1 (centres undefined),10%,1
Cc1ccc2nc(-c3ccc(Cl)cc3)c(Cc3ccccn3)n2c1,12%,-6
COc1cc(CN2C[C@@H](CO)O[C@@H](n3cnc4c(Nc5ccccc5)ncnc43)C2)cc(OC)c1OC,1%,0
Cc1ccc(-c2nc3c(C)cc(Br)cn3c2Cc2cccc(F)c2)cc1,0%,-1
COc1ccc(NC(=O)c2cc(C3CCCCN3C(=O)OCCF)on2)c(C)c1 (centres undefined),0%,4
COc1ccccc1Cc1c(-c2ccc(Cl)cc2)nc2c(Cl)cc(C(F)(F)F)cn12,-3%,5
COc1cccc(CNc2nc(NC(C)C)nc3ccsc23)c1,4%,-4
CCNC(=O)C1(C)CCN1CCC(=O)c1ccc(C)cc1 (centres undefined),3%,2
COCCNc1nc(NCc2ccc(C(C)C)cc2)c2sccc2n1,3%,0
CCOC(=O)C1(C)CCCN(C(=O)c2cc(F)ccc2C)C1 (centres undefined),-11%,3
Cc1c(C(=O)NCc2ccccc2C(F)(F)F)sc(=O)n1Cc1ccc2ccccc2c1,-9%,-5
COCC(=O)N1C[C@H]2CON(C)[C@H]2C[C@H]1c1ccc(N2CCCCC2)cc1,45%[activator],2
CS(=O)(=O)Nc1cccc(NC(=O)C2Cc3c(-c4cccc(F)c4)ccnc3O2)c1 (centres undefined),1%,-2
COCCNc1nc(Oc2ccc(Cl)c(Cl)c2)c2sccc2n1,-2%,-1
Cc1ccccc1CNC(=O)c1csc([C@H]2C[C@H](O)[C@@H](CO)O2)n1,-5%,-11
C[C@@H]1Cc2[nH][nH]c(=O)c2[C@H](c2ccc(Cl)cc2)O1,15%,-15
O=C(Nc1nnc([C@@H]2C[C@H](O)[C@@H](CO)O2)s1)NC1CCCCC1,-3%,2
CCOC(=O)[C@]12CCCC=C1N(Cc1ccco1)C(=O)[C@H](CC(=O)NCCCOC)C2,4%,24
COc1ccc(C(C)=O)cc1CC1(C)C(=O)Nc2ccc(OC(F)(F)F)cc21 (centres undefined),3%,-6
COc1ccc(NC(=O)c2sc(=O)n(Cc3ccc4ccccc4c3)c2C)cc1OC,11%,-1
Fc1ccc(-c2nc3ccc(Br)cn3c2Cc2ccsc2)cc1,8%,-13
Cc1nc(C(F)(F)F)ccc1C(=O)N1CCCC(C(=O)O)CC1 (centres undefined),0%,1
COc1ccc(-c2csc(C(C)(O)c3cccnc3)n2)cc1 (centres undefined),10%,-3
CCNC(=O)C1(C)CCN1C(=O)Cc1ccc(C(C)C)cc1 (centres undefined),-1%,2
CCc1nc2ccc(C(=O)NCc3ccccc3OC)cn2c1N(C)Cc1ccc(N(C)C)cc1,27%,4
COc1cc(-c2ccc(N3C(c4ccsc4)=Cc4ccccc4C3CC(C)=O)cc2)cc(OC)c1OC (centres undefined),23%,0
CCOC(=O)[C@]12CCCC=C1N(Cc1ccco1)C(=O)[C@H](CC(=O)N1CCCC1)C2,-8%,1
O=C(Nc1ccccc1)c1cc(C2CCCCN2S(=O)(=O)c2cccs2)on1 (centres undefined),6%,-7
O=C1NC[C@@H](CCCCN2CCN(CCc3ccc(O)cc3)C(=O)C2=O)N(Cc2ccccc2)C1=O,7%,-5
Nc1nc2c(nnn2C2CC(O)C(CO)O2)c(=O)[nH]1 (centres undefined),4%,-10
O=C(Nc1ccccc1Oc1ccccc1)[C@@H]1O[C@H](CO)[C@H](O)[C@H](O)[C@H]1O,-3%,4
O=C1NC[C@@H](CCCCN2CCN(CCc3ccc(O)cc3)C(=O)C2=O)N(CC2CCCCC2)C1=O,14%,2
COC[C@H]1CCCN1c1ccc2c(c1)O[C@H](COCc1ccccc1)CN([C@@H](C)c1ccccc1)S2(=O)=O,-17%,0
CC(C)(C)OC(=O)C1=CC[C@@H](c2ccc(Cl)c(Cl)c2)N(S(=O)(=O)c2ccc(F)cc2)[C@H]1c1cccc(F)c1,-5%,1
COc1ccccc1N1CCN(Cc2cc(=O)oc3ccccc23)CC1,25%,-4
CCNC(=O)C1CCCN(C(=O)c2cccc(C#N)c2)CC1 (centres undefined),-2%,-2
CC(=O)NCCNc1nc2cc(-c3cccc(Cl)c3)sc2c(=O)n1C,14%,-7
CC(C)C(=O)N1CCC1(C)C(=O)Nc1ccc(-n2cncn2)cc1 (centres undefined),16%,-3
O=C(CC[C@H]1O[C@@H](n2ccc(=O)[nH]c2=O)[C@H](O)[C@@H]1O)NCc1ccco1,-13%,-2
CCNC(=O)Nc1ccc2c(c1)c(=O)n(C)n2CC=C(C)C,0%,-1
Cn1nccc1-c1coc2c(C(=O)NCc3ccccc3)cccc12,-5%,6
COCCNC(=O)C1(C)CCCN(C(=O)c2cccc3ccccc23)C1 (centres undefined),11%,-2
Cc1cc(F)ccc1C(O)c1ncc(-c2cccc(OCc3ccccc3)c2)[nH]1 (centres undefined),-2%,-3
O=C(NCC(=O)N1CCCC1)NN=Cc1ccccc1O,36%[activator],-2
CC1(C(=O)NCc2ccccc2Br)CCN1Cc1csc2ccccc12 (centres undefined),-9%,1
